Compound activity deposited in PubChem BioAssay by Sanford-Burnham Center for Chemical Genomics.
TAG inh: triacylglycerol accumulation inhibition | H9c2 cells, Nile Red lipid (TAG) fluorescence; cells loaded with 200 µM oleic acid | inhibition, % at 12.5 µM | hit rate 0.66% among 230,000 | AID 651582;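 active means pattern-corrected inhibition of lipid staining of at least 50% with the nuclear-stain viability signal not falling by more than 50%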;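 further: 0% = DMSO wells and 100% = triacsin C control wells; some results filed as inactive read as strong as hits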
TAG inh DAPI viability: second read-out of TAG inh, no call of its own (marks repeat the call); DAPI nuclei signal change (viability), lower = more cytotoxic, %;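 whole-well DAPI fluorescence read on a plate reader as a viability signal; minus 50 percent equals half of cells still viable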
An asterisk follows results filed as active. The list is partial; count on the stated rates, not on these rows.

Each structure is followed by: TAG inh, TAG inh DAPI viability
[1] Cc1ccc(S(=O)(=O)NC(CC(C)C)C(=O)NCC(c2ccco2)N2CCCCC2)cc1 (stereo not given)
    27.5, -2.0
[2] COc1ccc(C2(CNC(=O)Cc3ccc(OC)c(OC)c3)CCCC2)cc1
    4.8, -14.5
[3] O=C(CN1C(=O)c2ccccc2S1(=O)=O)NCc1ccccc1Cl
    -8.0, 2.9
[4] COc1cc(C#Cc2c(-c3cncn3C)n(C)c3ccc(-c4cc(OC)c(OC)c(OC)c4)cc23)cc(OC)c1
    60.7*, 63.7*
[5] COc1ccc(CNC(=O)CCSCc2ccc(C)cc2)cc1
    -7.0, 4.2
[6] CCC1(C(=O)OC)NC(c2ccccc2OC)C2C(=O)N(C)C(=O)C21 (stereo not given)
    3.3, -10.1
[7] Nc1nc(NCC2CCCO2)nc(Nc2cccc(F)c2)c1[N+](=O)[O-] (stereo not given)
    -6.4, 10.2
[8] CCOc1ccc(NC(=O)CSc2nnc(-c3ccncc3)n2CC2CCCO2)cc1 (stereo not given)
    -1.1, -4.7
[9] CC(=O)Nc1ccc(NC(=O)C(Sc2ccccc2)c2ccccc2)cc1 (stereo not given)
    -11.3, -0.7
[10] Cc1ccc(S(=O)(=O)N2CCCC2CNC(=O)c2ccc3c(c2)OCO3)cc1 (stereo not given)
    -4.0, -0.4
[11] COc1ccc([C@H]2N[C@]3(CCCN(Cc4ccc(C)cc4)C3=O)[C@H]3C(=O)N(C)C(=O)[C@@H]23)cc1
    6.4, 1.6
[12] CC(C)c1nc(CNC(=O)CC2C(=O)NCCN2Cc2ccoc2)cs1 (stereo not given)
    9.9, -5.4
[13] COc1ccc(/C=C/C(=O)O)cc1Cl
    -5.3, 2.9
[14] CC1(C(=O)NS(=O)(=O)c2ccccc2Cl)CCN1C(=O)c1cccc2ccccc12 (stereo not given)
    -5.2, 5.1
[15] O=C(NNS(=O)(=O)c1ccc(F)cc1)C1CCN(Cc2cccc(F)c2)CC1
    6.3, -9.5
[16] O=C(Nc1ncccc1O)c1cccc(S(=O)(=O)N2CCc3ccccc32)c1
    -11.7, -2.0
[17] Cc1cc(-c2ccccc2)nc(N(C)NC(=O)C(C)(C)C)c1S(C)(=O)=O
    -10.2, 6.0
[18] CC/S(=N\S(=O)(=O)c1ccc(C)cc1)c1ccccc1 (stereo not given)
    -10.8, -11.2
[19] Nc1ccc2c(c1)C(=O)c1ccc(N)cc1-2
    -24.9, -1.0
[20] COc1cc(OC)cc(C(=O)N[C@H](C(=O)OCC(=O)c2ccc(C)c([N+](=O)[O-])c2)C(C)C)c1
    1.3, -3.6

Sorted by heavy-atom count (largest number first): 3 of the compounds above
Each structure is followed by: TAG inh, TAG inh DAPI viability
[1] Cc1ccc(S(=O)(=O)NC(CC(C)C)C(=O)NCC(c2ccco2)N2CCCCC2)cc1 (stereo not given)
    27.5, -2.0
[14] CC1(C(=O)NS(=O)(=O)c2ccccc2Cl)CCN1C(=O)c1cccc2ccccc12 (stereo not given)
    -5.2, 5.1
[9] CC(=O)Nc1ccc(NC(=O)C(Sc2ccccc2)c2ccccc2)cc1 (stereo not given)
    -11.3, -0.7

Already shown: an excerpt of the list.
Each structure is followed by: TAG inh, TAG inh DAPI viability
[1] Cc1ccc(S(=O)(=O)NC(CC(C)C)C(=O)NCC(c2ccco2)N2CCCCC2)cc1 (stereo not given)
    27.5, -2.0
[2] COc1ccc(C2(CNC(=O)Cc3ccc(OC)c(OC)c3)CCCC2)cc1
    4.8, -14.5
[3] O=C(CN1C(=O)c2ccccc2S1(=O)=O)NCc1ccccc1Cl
    -8.0, 2.9
[4] COc1cc(C#Cc2c(-c3cncn3C)n(C)c3ccc(-c4cc(OC)c(OC)c(OC)c4)cc23)cc(OC)c1
    60.7*, 63.7*
[5] COc1ccc(CNC(=O)CCSCc2ccc(C)cc2)cc1
    -7.0, 4.2
[6] CCC1(C(=O)OC)NC(c2ccccc2OC)C2C(=O)N(C)C(=O)C21 (stereo not given)
    3.3, -10.1
[7] Nc1nc(NCC2CCCO2)nc(Nc2cccc(F)c2)c1[N+](=O)[O-] (stereo not given)
    -6.4, 10.2
[8] CCOc1ccc(NC(=O)CSc2nnc(-c3ccncc3)n2CC2CCCO2)cc1 (stereo not given)
    -1.1, -4.7
[9] CC(=O)Nc1ccc(NC(=O)C(Sc2ccccc2)c2ccccc2)cc1 (stereo not given)
    -11.3, -0.7
[10] Cc1ccc(S(=O)(=O)N2CCCC2CNC(=O)c2ccc3c(c2)OCO3)cc1 (stereo not given)
    -4.0, -0.4
[11] COc1ccc([C@H]2N[C@]3(CCCN(Cc4ccc(C)cc4)C3=O)[C@H]3C(=O)N(C)C(=O)[C@@H]23)cc1
    6.4, 1.6
[12] CC(C)c1nc(CNC(=O)CC2C(=O)NCCN2Cc2ccoc2)cs1 (stereo not given)
    9.9, -5.4
[13] COc1ccc(/C=C/C(=O)O)cc1Cl
    -5.3, 2.9
[14] CC1(C(=O)NS(=O)(=O)c2ccccc2Cl)CCN1C(=O)c1cccc2ccccc12 (stereo not given)
    -5.2, 5.1
[15] O=C(NNS(=O)(=O)c1ccc(F)cc1)C1CCN(Cc2cccc(F)c2)CC1
    6.3, -9.5
[16] O=C(Nc1ncccc1O)c1cccc(S(=O)(=O)N2CCc3ccccc32)c1
    -11.7, -2.0
[17] Cc1cc(-c2ccccc2)nc(N(C)NC(=O)C(C)(C)C)c1S(C)(=O)=O
    -10.2, 6.0

Next compounds follow.
Each structure is followed by: TAG inh, TAG inh DAPI viability
[21] CC1CC2C3CCC4=CC(=O)C=CC4(C)C3(F)C(O)CC2(C)C1(O)C(=O)CO (stereo not given)
    36.5, 4.2
[22] O=C(CSc1nc2ccccc2nc1SCC(=O)N1CCOCC1)N1CCOCC1
    -6.5, -3.9
[23] COc1cc2c(cc1OC)CN(C(=S)Nc1ccc(Cl)cc1)CC2
    18.5, -10.2
[24] O=C(OCC(=O)N1CCN(c2ccccc2)CC1)c1cc(Cl)ccc1[N+](=O)[O-]
    -17.9, 7.2
[25] Cc1cccc(C(=O)c2cnc3ccccc3c2-c2ccccc2)c1
    -166.3, 1.9
[26] CCOc1ccc(-c2nc(C#N)c(NCc3ccc4c(c3)OCO4)o2)cc1
    0.9, -2.8
[27] Cc1cccc(C)c1OCC(O)CN1CCN(c2ccccc2)CC1 (stereo not given)
    -3.7, 2.8
[28] CC1(C(=O)OCC(=O)NC(=O)NCc2ccccc2)CC1(Cl)Cl (stereo not given)
    -0.3, -0.4
[29] O=c1ccc2cc3c([nH]c4ccc(Br)cc43)oc-2c1O
    16.7, -5.0
[30] CCCn1c(CN2CCN(C(=O)c3ccco3)CC2)nc2cc(S(=O)(=O)N(C)C)ccc21
    8.9, 0.6
[31] Cc1cc(C(=O)OCC(=O)Nc2cccnc2Cl)c2ccccc2n1
    5.8, 8.5
[32] CCCc1nc2sc3ccccc3c(=O)c2c(=O)n1Cc1ccc(OC)cc1
    -0.2, -6.7
[33] Cc1ccccc1C(=O)NC(=S)Nc1ccccc1[N+](=O)[O-]
    -10.4, 6.5
[34] CC(Oc1ccc(-c2ccccc2)c(F)c1)c1ccn(S(=O)(=O)c2ccc(Cl)cc2)n1 (stereo not given)
    -29.1, 2.6
[35] Cc1cccc(S(=O)(=O)N(C)C[C@@H]2OCc3cn(nn3)CCCC(=O)N([C@@H](C)CO)C[C@H]2C)c1
    0.8, 9.9
[36] CCOC(=O)CCC(NC(=O)c1ccccc1C(=O)NC(CCC(=O)OCC)C(=O)OCC)C(=O)OCC (stereo not given)
    18.5, -10.0
[37] O=C(Nc1nc2c(ccc3ccccc32)s1)c1ccco1
    19.4, 16.1
[38] COc1ccc(OC)c(S(=O)(=O)N2CCCCCC2)c1
    -20.2, -4.0
[39] CC(NC(=O)c1cc2cc(Br)ccc2oc1=N)c1ccccc1 (stereo not given)
    -9.9, -4.7
[40] COc1ccccc1/C=C/c1nc(C#N)c(N(C)C)o1
    -6.2, 174.5

More compounds
Each structure is followed by: TAG inh, TAG inh DAPI viability
[41] Cc1ccc(S(=O)(=O)N2CCCC2C(=O)NC2=NCCS2)cc1 (stereo not given)
    -13.5, 0.2
[42] Cc1ccc(C(=O)NCC(=O)NC2CCCCCC2)cc1
    -7.0, -0.9
[43] Cc1ccc(N(Cc2ccccc2)C(=O)Cc2ccc(S(=O)(=O)N3CCOCC3)s2)cc1
    -2.2, 2.8
[44] CC1(OC(=O)C2CCCC2)C(=O)C=C2C=C(c3ccsc3)N(CCCCO)C=C2C1=O (stereo not given)
    2.7, -2.5
[45] Cc1nnc(Sc2cc(NCCO)c([N+](=O)[O-])c3nonc23)s1
    4.3, -7.1
[46] O=C(NCCOc1ccccc1)C1Nc2ccc(C(F)(F)F)cc2C2c3ccccc3CC12 (stereo not given)
    -5.2, -5.7
[47] O=C1NC(Cc2ccccc2)C(=O)N1Cc1ccccc1 (stereo not given)
    2.9, 30.2
[48] CSc1nc2nc3c(cc2c(=O)[nH]1)C(O)Oc1ccc(C)cc1-3 (stereo not given)
    2.0, 12.4
[49] O=C(NC(=S)Nc1ccc(S(=O)(=O)N2CCOCC2)cc1)c1ccccc1[N+](=O)[O-]
    6.4, -5.3
[50] CS(=O)(=O)N(CC(=O)NCc1ccco1)c1ccc(Cl)c(C(F)(F)F)c1
    9.4, -5.8
[51] O=C(COC(=O)c1ccc(Cl)nc1)NCc1ccc(F)cc1
    0.1, -6.0
[52] NC(=NC(=O)c1ccc(OCC(F)(F)F)nc1)c1ccc(Cl)cc1
    -2.6, 0.1
[53] Cc1occc1C(=O)NNC(=O)CN1C(=O)NC(C)(c2ccccc2)C1=O (stereo not given)
    -6.2, -2.0
[54] CN(C)c1nc(-c2ccc([N+](=O)[O-])cc2)cs1
    -82.9, -6.9
[55] CC(C)(C)NC(=O)COC(=O)c1cc(Cl)ccc1[N+](=O)[O-]
    -16.0, -4.5
[56] Cc1ccc(C(=O)NCC(=O)Nc2ncccc2C)s1
    -8.6, -0.5
[57] CCc1nc2c(OCC=C(C)C)cccn2c1N(C)C(=O)c1ccccc1F
    25.5, -16.9
[58] CC(=O)Nc1nn(C)c2nc(C)cc(C)c12
    -0.4, 7.4
[59] C/C(=N/OC(=O)c1ccc(Br)cc1)c1ccc(C)cc1
    -4.0, 1.0
[60] COc1ccc(NC(=O)c2noc3c2CCC3)cc1
    2.4, 6.2

Next section:
Each structure is followed by: TAG inh, TAG inh DAPI viability
[61] COC(=O)c1ccc(CSc2nnc(-c3ccncc3)n2Cc2ccccc2)o1
    -20.8, 2.7
[62] COc1ccc(Cl)cc1NC(=O)CN(C)C(=O)C1CC1
    1.3, -5.9
[63] COc1cccc(CN2CCN(Cc3ccc(O)c(OC)c3)CC2CCO)c1 (stereo not given)
    -20.3, -2.7
[64] COc1cccc(CN2C(=O)c3ccccc3C2C(=O)NCC2CCCO2)c1 (stereo not given)
    25.4, -9.8
[65] Cc1ccccc1-c1nc(CS(=O)(=O)CC(=O)NCc2ccc3c(c2)OCO3)c(C)o1
    -7.8, 0.4
[66] CC(C)c1ccc([N+](=O)[O-])cc1S(=O)(=O)N1CCN(C)CC1
    -1.5, -3.5
[67] Cc1ccc(NC(=O)CSCC(=O)O)cc1
    10.1, -2.3
[68] CCc1ccccc1OCc1nc2ccc(S(=O)(=O)N3CCOCC3)cc2[nH]1
    -4.9, -13.4
[69] CSCCC(NS(=O)(=O)c1ccc(Cl)cc1)C(=O)O (stereo not given)
    -4.8, 5.7
[70] O=C(NCCCN1CCOCC1)c1ccc(S(=O)(=O)Nc2ccccc2)cc1
    -29.2, -2.2
[71] CC1(C)CC(NC(=S)NC2CC2)CC(C)(C)N1
    -0.8, 6.8
[72] COc1ccc(NC(=O)Cc2ccccc2F)cc1S(=O)(=O)N1CCCCC1
    -0.3, -3.6
[73] CN=C1NC(C)(C)C2CCC(C)(CC2)S1
    -6.2, 4.3
[74] O=C1CCC([N+](=O)[O-])C(c2cccc([N+](=O)[O-])c2)N1 (stereo not given)
    25.2, -11.6
[75] CCCCN(C)c1c(C)nc2ccc(C(=O)N(CC)CCN(C)C)cn12
    8.0, 13.2
[76] COc1ccccc1N1CCN(C(c2ccc(F)cc2)c2nnnn2C(C)C)CC1 (stereo not given)
    -6.4, 1.7
[77] C[C@@H]1CN([C@H](C)CO)C(=O)c2c(c3ccccc3n2C)-c2ccccc2CO[C@@H]1CN(C)C(=O)Nc1ccccc1C(F)(F)F
    2.0, -6.0
[78] CC(C#N)(NC(=O)CN1CCN(S(=O)(=O)c2cc(C(F)(F)F)ccc2Cl)CC1)C1CC1 (stereo not given)
    -2.5, 1.9
[79] O=[N+]([O-])c1cccc(COc2ccccc2CN2CCCC2)c1
    5.9, 8.0
[80] CC1(C(=O)O)COC(c2ccc(Cl)cc2)OC1 (stereo not given)
    -3.7, 6.7

Other records:
Each structure is followed by: TAG inh, TAG inh DAPI viability
[81] O=C(NCCS(=O)(=O)NC1CCCCC1)c1ccc2c(c1)OCO2
    -2.0, -2.3
[82] COc1ccc(C2=NNC(=Nc3cc(S(=O)(=O)N(C)C)ccc3C)SC2)c(OC)c1
    16.7, 2.1
[83] CC(C)CNC(=O)c1ccccc1-c1ccccc1C(=O)O
    -30.3, 12.9
[84] CN(C)C(CNc1ncnc2sccc12)c1cccs1 (stereo not given)
    -6.5, 11.7
[85] O=C1C=C(c2ccc3ccccc3c2)C[C@@H](c2ccc(Cl)cc2)C1
    -2.2, -4.4
[86] O=C(NCc1cccs1)C1CCN(S(=O)(=O)c2ccc(Cl)cc2)CC1
    -21.5, -7.1
[87] Cc1cccc(N2CC(C(=O)Nc3nnc(SCC(=O)NCC4CCCO4)s3)CC2=O)c1 (stereo not given)
    1.5, -4.5
[88] CN(C)S(=O)(=O)c1ccc(Cl)c(NC(=O)COC(=O)CNS(=O)(=O)c2c(F)cccc2F)c1
    5.3, -6.6
[89] N#Cc1cnn2c1nc(N1CCOCC1)c1ccccc12
    -8.2, -2.4
[90] CCc1ccc(C(=O)CSc2nnc(C3CC3)n2C2CC2)cc1
    6.6, 1.5
[91] C=CCNCCOc1ccc(C)cc1[N+](=O)[O-]
    16.5, 8.3
[92] CCn1cc([N+](=O)[O-])c(C(=O)N2N=C(c3ccc(Cl)c(Cl)c3)CC2c2ccccc2O)n1 (stereo not given)
    31.6, -4.3
